CDK5 p35 inh – inhibitors of human CDK5/p35 kinase, primary screen, biochemical, single concentration | Recombinant CDK5/p35, ADP-Glo luminescence, 60 min | inhibition, % at 10 µM | 0.01% of 330,000 active | AID 488839, 2010;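 active means highest replicate inhibition of at least 50% and at least 75% of replicates reaching 50%; inconclusive means only one of the two criteria met; inactive means both criteria failed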;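 further: plate controls were DMSO neutral control for no effect and GW8510 at 10 µM for full effect; many of its hits are not listed in these tables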
Target sequence (Q00535 whole entry, looked up): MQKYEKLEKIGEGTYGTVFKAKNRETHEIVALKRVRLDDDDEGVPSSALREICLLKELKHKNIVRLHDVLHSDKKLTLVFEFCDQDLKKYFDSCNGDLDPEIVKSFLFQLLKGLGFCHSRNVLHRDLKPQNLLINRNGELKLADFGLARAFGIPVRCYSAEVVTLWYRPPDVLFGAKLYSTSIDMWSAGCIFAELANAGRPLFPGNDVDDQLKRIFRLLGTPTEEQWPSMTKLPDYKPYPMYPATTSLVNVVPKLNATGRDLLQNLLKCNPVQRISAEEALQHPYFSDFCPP
Target sequence (Q15078 whole entry, looked up): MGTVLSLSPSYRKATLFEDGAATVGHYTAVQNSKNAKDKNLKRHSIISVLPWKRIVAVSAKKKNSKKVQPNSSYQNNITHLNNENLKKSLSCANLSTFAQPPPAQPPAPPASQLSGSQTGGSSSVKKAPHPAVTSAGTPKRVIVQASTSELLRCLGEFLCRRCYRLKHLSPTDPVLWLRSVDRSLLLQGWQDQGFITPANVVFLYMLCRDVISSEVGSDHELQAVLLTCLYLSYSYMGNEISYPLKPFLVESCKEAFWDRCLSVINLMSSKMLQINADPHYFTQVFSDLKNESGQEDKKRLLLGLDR
SR-BI uptake up – activators of SR-BI mediated DiI-HDL uptake, primary screen, ldlA[mSR-BI] CHO cells, DiI fluorescence. 3 h; 100 = double the neutral-control signal. 0.096% of 320,000 active. AID 504775, 2011. activation, % at 12.5 µM;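 active means mean replicate activation of at least 60% and every replicate at or above 60%; inconclusive means mean or all-replicate condition met, but not both; inactive means mean below 60% and not all replicates reaching 60%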;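 further: 0% = median plate neutral-control signal and 100% = twice that signal; values of inactives mirror those of a sister screen read the other way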
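System: LDL receptor-deficient CHO ldlA cells overexpressing murine SR-BI | Timing: 3 h uptake period with compound, 37 °C | Medium: HEPES-buffered (25 mM, pH 7.4) F12 plus 0.5% BSA | Dosing: Single-point compound dose | Signal: Bottom-read fluorescence, 550/595 nm | Read-out: Retained DiI signal reflecting DiI-HDL uptake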
MITF TRPM1 HTS – activators of MITF-driven TRPM1 promoter reporter, primary screen, cell-based, SK-MEL-5, luciferase, single point | 0.75% of 300,000 active | SK-MEL-5 TRPM1-promoter luciferase, 24 h; % of positive control, neutral wells = 0 | AID 588334, 2011 | activation, % at 12.5 µM;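 active means mean activation of at least 80% with every replicate also reaching 80%; inconclusive means mean reaches 80% but some replicate falls short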;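 further: 0% = neutral control wells and 100% = parthenolide positive control wells; values of inactives mirror those of a sister screen read the other way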
SR-BI HDL uptake – inhibitors of SR-BI mediated HDL lipid uptake, primary screen, ldlA[mSR-BI] cells, fluorescence, single point; Scavenger receptor class B member 1 (Mus musculus), Q61009; ldlA[mSR-BI] CHO cells, DiI-HDL uptake fluorescence, 3 h; inhibition, % at 12.5 µM; 0.96% of 320,000 active; AID 488896, 2010;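 active means mean replicate inhibition of at least 70% and a set share of replicates each scoring 70 or more; inconclusive means meets just one of the two criteria; inactive means fails both criteria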;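 further: 0% = median of neutral control wells and 100% = median of positive control wells; values of inactives mirror those of a sister screen read the other way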
RTF Ca sens act – cardiac RTF calcium sensitivity activators, primary screen, biochemical, IANBD-TnC fluorescence, EC20 calcium; activation, % at 7.2 µM; 0.24% of 340,000 active; AID 493008, 2010; Troponin I, cardiac muscle (Homo sapiens) + Troponin T, cardiac muscle (Homo sapiens) + …; IANBD-labeled TnC RTF fluorescence at EC20 calcium; 0% EC20 calcium, 100% full calcium;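 active means activation above the mean over all tested compounds plus 3 SD, cut at about 30% in these data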;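 further: rise in fluorescence read as greater calcium sensitivity of cardiac thin filaments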
dFosB activator – activators of delta FosB homodimer, primary screen, biochemical, fluorescence polarization, TAMRA-CDK5 oligo, single point. activation, % at 25 µM. 0.99% of 340,000 active. purified delta FosB; percent of positive-control signal above neutral wells;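 active means mean activation above about 17%, with every replicate also reaching it, limit read from the data, passing the limit was not always enough; inconclusive means only one of the two conditions met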;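 further: fluorescence polarization rise as delta FosB binds a TAMRA Cdk5 AP-1 oligo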
HTR5A ag – HTR5A agonists in luminescence cell assay, primary screen, counter-screen for OPRM1-OPRD1 heterodimer agonist project, full-deck HTS; 5-hydroxytryptamine receptor 5A (Homo sapiens), P47898; cell-based; activation, % at 9.3 µM; 0.61% of 340,000 active; in the data active means activation mostly above about 9.5%, no sharp cut-off; inactive means mostly below about 7.6%;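 further: 0% = cells with vehicle only and 100% = reference agonist; strong numbers were not always called active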
Target sequence (P47898 whole entry, looked up): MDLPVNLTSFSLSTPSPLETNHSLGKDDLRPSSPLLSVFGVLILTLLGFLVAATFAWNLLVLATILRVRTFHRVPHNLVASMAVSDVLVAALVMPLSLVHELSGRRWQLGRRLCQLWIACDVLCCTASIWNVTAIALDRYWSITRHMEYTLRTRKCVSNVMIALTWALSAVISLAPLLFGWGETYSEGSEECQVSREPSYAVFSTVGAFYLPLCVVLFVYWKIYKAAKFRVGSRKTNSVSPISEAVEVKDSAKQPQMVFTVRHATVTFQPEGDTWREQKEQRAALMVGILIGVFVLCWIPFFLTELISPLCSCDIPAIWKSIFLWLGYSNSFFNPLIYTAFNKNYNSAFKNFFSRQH
Wnt act – Wnt/beta-catenin pathway activators, primary screen, cell-based, plate reader, single point; 1.2% of 300,000 active; AID 743398, 2014; Wnt/beta-catenin reporter cell assay, activator; activation, % at 9.35 µM; in the data active means activation above about 30%, passing the limit was not always enough; inconclusive means no clear call, values can overlap the other calls;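 further: 0% = neutral control wells and 100% = positive control wells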
PvdQ acylase – P. aeruginosa PvdQ acylase inhibitors, primary screen, biochemical, fluorescence, plate reader and imaging, single point; PvdQ acylase [Pseudomonas aeruginosa LESB58]; purified PvdQ acylase; inhibition, % at 10 µM; 0.063% of 340,000 active; AID 488965, 2010; in the data active means inhibition above about 30%, passing the limit was not always enough; inconclusive means no clear call, values can overlap the other calls;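 further: 0% = vehicle neutral wells and 100% = reference inhibitor wells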
Rtt109 HAT inh – inhibitors of C. albicans Rtt109/Vps75 HAT, primary screen, biochemical, ThioGlo CoA-SH fluorescence, plate reader | inhibition, % at 34.9 µM | 0.16% of 330,000 active | AID 540336, 2011 | Histone acetyltransferase RTT109 (Candida albicans (strain SC5314 / ATCC MYA-2876)), … | purified Rtt109/Vps75, 4 h;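 active means inhibition of at least 50% in every replicate; inconclusive means best replicate reaches 50% inhibition but some replicates fall short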
* = called active by the depositor; ? = inconclusive; nt = no result given; & = joins results of further samples.

SMILES	CDK5 p35 inh	SR-BI uptake up	MITF TRPM1 HTS	SR-BI HDL uptake	RTF Ca sens act	dFosB activator	HTR5A ag	Wnt act	PvdQ acylase	Rtt109 HAT inh
CCC(C)NC(=O)c1cnc2n(c1=O)CCS2 (stereo unspecified)	-0.6	-4	4	4	2	-4	6	-2	-9	-8
COc1ccc(N2CCN(CCCNC(=O)CN3C(=O)COc4ccccc43)CC2)cc1	2.5	2	-5	-2	0	-13	1	-1	-18	3
S=C(c1ccc(-c2ccccc2Cl)o1)N1CCOCC1	0.2	-9	76	9	1	-9	1	nt	7	10
Cc1nc2ccccn2c1C(=O)NN=C1CCN(C)CC1	-6.7	24	5	-24	3	-3	0	0	-27	0
C=CCOc1ccccc1CN1CCC(n2nccc2NC(=O)C2CC2)CC1	0.0	-10	-1	10	-1	-4	1	-1	2	22
Cc1cccc(Nc2nnc(SCC(O)=C(C#N)c3nc4ccccc4[nH]3)s2)c1	0.7	-2	-3	2	0	-8	-2	1	7	-4
Cc1c(C(=O)N2CCC2)oc2ccc(Cl)cc12	-0.4	0	23	0	5	-3	-4	1	-3	4
O=C(CCCn1c(=O)[nH]c2ccc(Br)cc2c1=O)NCc1ccc(Cl)cc1	-1.2	nt	-17	nt	2	100*	5	-2	-18	-27
Cc1cc2nc(-c3ccc(NC(=O)C(C)C)cc3)oc2cc1C	1.2	-50	70	50	-6	6	1	nt	-1	-2
O=[N+]([O-])c1ccc(S(=O)(=O)N2CCN=C2SCc2ccc(F)cc2)cc1	-0.2	2	-16	-2	0	0	6	-2	-17	-11
Cc1ccc(C(=O)N2CCN(S(=O)(=O)c3ccc(C(C)C)cc3)CC2)s1	-2.9	5	-14	-5	-2	-8	12	-3	-12	8
Cc1cc(NCc2ccccc2)nc(N2CCOCC2)n1	-1.1	0	15	0	-1	2	1	nt	-4	7
CC1CC(C)(C)NC(=S)O1 (stereo unspecified)	1.0&-0.4	-7&8	3&-1	7&-8	-1&-3	2&-5	0&-4	2&-1	-7&-1	20&-5
CCc1cc2c(SCC(=O)N3CCCC3=O)ncnc2s1	0.3	10	8	-10	-4	-6	1	-3	11	16
Cc1cc(C)cc(NS(=O)(=O)c2ccc(NC(=S)Nc3ccccc3)cc2)c1	0.0	33	-4	-33	-3	-7	-9	0	-16	9
Cc1ccc(S(=O)(=O)N2[C@@H](c3ccc(C#N)cc3)C(C(=O)O)=C[C@H]2CC2CCCC2)cc1	-1.6	-5	-1	5	-1	-21	-2	-1	-19	0
O=C(CSc1ccccc1)Nc1ccc(C(=O)Nc2ccc(O)cc2)cc1	-0.1	-8	-25	8	-6	-3	-4	-1	-7	5
CC1CCN(c2ccc(NC(=O)C3CCCN3S(=O)(=O)c3ccc(F)cc3)cc2)CC1 (stereo unspecified)	-2.0	-29	-17	29	2	-12	-7	-29	-11	-4
CCOC(=O)c1ccc(NC(=S)NNC(=O)COC)cc1	1.0	51	14	-51	3	1	0	2	-11	-11
COc1cc(C(=O)N/N=C2\CCS(=O)(=O)c3ccc(F)cc32)cc(OC)c1OC	3.4	-13	2	13	3	-11	-1	nt	-12	-1
CC(=O)/C(=N\Nc1ccc(Cl)cc1Cl)Sc1cccc2cccnc12	1.0	-30	-66	30	-1	0	-2	-1	18	8
CCOc1ccc(CCN2C(=S)N([C@@H](CC(C)C)CN3CCCC3CN3C(=S)NC[C@@H]3Cc3ccc(O)cc3)C[C@@H]2Cc2ccc(O)cc2)cc1 (stereo partly specified)	0.3	27	-21	-27	-6	51*	-3	-15	-8	-10
O=C(CS(=O)(=O)c1cn(Cc2ccc(F)cc2)c2ccccc12)N1CCCCC1	-2.1	6	nt	-6	4	-3	9	-1	-4	1
COc1ccc(C(=O)NNC(=O)CSc2ccccc2)cc1	2.0	29	-1	-29	-1	0	-3	0	-3	-15
COc1ccc(CCNC(=O)COC(=O)c2cc(S(=O)(=O)NCc3ccccc3)ccc2O)cc1OC	-0.8	nt	6	nt	-2	-4	-1	-1	11	nt
Cc1ccc(S(=O)(=O)N=Nc2c(O)[nH]c3ccccc23)cc1	-0.2	8	-14	-8	-2	3	-4	nt	-19	-2
c1ccc(CN2CCOCCOCCOCCOCC2)cc1	1.4	17	nt	-17	-1	2	0	-2	-19	-3
CCc1nnc(NC(=O)CSc2ncc(-c3ccccc3)n2C)s1	0.4	-13	11	13	14	-8	-3	4	-10	7
CC(C)C(=O)N=C1SC2CS(=O)(=O)CC2N1Cc1ccc(Cl)cc1 (stereo unspecified)	0.0	15	7	-15	0	13	-3	-2	3	-10
CC(=O)Nc1ccc(NCN2C(=O)[C@@H]3[C@H]4CC[C@H](C4)[C@@H]3C2=O)cc1	0.7	-16	16	16	2	-4	1	-5	-7	0
CCNC(=O)CSc1nnc(-c2ccccc2Br)n1-c1cccc(C(F)(F)F)c1	0.0	-10	-5	10	-7	-9	-2	-4	-16	2
COc1c(S(=O)(=O)N2CCN(c3ccc(F)cc3)CC2)ccc(Cl)c1Cl	0.4	-9	nt	9	-2	-8	-1	-4	-2	0
CC(C)(C)Cc1nnc(NC(=O)Cc2cccs2)s1	0.1	-10	3	10	nt	-17	nt	-1	5	10
Cc1cc(NC(=O)COC(=O)CCNS(=O)(=O)c2cccc(C(F)(F)F)c2)no1	-0.1	-6	-9	6	0	-1	-1	0	-3	-2
Clc1ccsc1-c1ccnc(-n2cccc2)n1	5.9	nt	-18	nt	-2	-5	-1	9	8	9
CC1(C)C2CCC1(CS(=O)(=O)Nc1ccc(S(=O)(=O)N3CCCC3)cc1)C(=O)C2 (stereo unspecified)	-1.7	6	6	-6	2	-1	-5	1	-3	2
CCOCCOC(NC(=O)c1ccccc1)(C(F)(F)F)C(F)(F)F	0.0	15	-9	-15	1	-4	-1	-3	12	24
CCOc1ccc(C(=O)NCC(=O)OCc2ccc(F)cc2Cl)cc1	0.0	18	17	-18	-1	-10	2	-3	3	nt
O=C(Cc1n[nH]c(=O)c2ccccc12)OCC(=O)c1ccc(F)c(F)c1	0.8	5	-7	-5	-9	-1	-1	-3	1	2
COc1ccc(NS(=O)(=O)c2ccc(N3CCCC3)c(NC(=S)Nc3ccc(SC(F)F)cc3)c2)cc1	1.0	-25	5	25	6	3	1	-1	-2	3
COc1ccc(OC)c(N/C(C)=C/C(=O)c2ccc(Br)cc2)c1	0.1	-15	29	15	-9	-1	0	4	8	7
COC(=O)c1c(NC(=O)c2c(-c3ccccc3Cl)noc2C)sc2c1CCC2	-0.1	-50	-13	50	-10	-7	5	-5	2	8
CCCc1cc(C(=O)NC2CCCC2)no1	-1.0	6	50	-6	7	3	1	19	-4	4
OCCOCCOc1ccccc1OCCOCCO	0.5	12	0	-12	-4	-3	3	-7	-13	-1
CN(Cc1ccccc1)C(=O)c1ccc2c(c1)S(=O)(=O)N=C1CCCCCN12	-1.2	5	-7	-5	0	1	1	0	-10	-1
CN(C)C(=O)CN1CCN(Cc2nc(CC3CC3)no2)CC1	0.3	38	-18	-38	1	1	1	4	8	-8
CC(=O)Oc1ccc(/C=N/NC(=O)CCSc2ccccc2)cc1	-0.3	-6	-1	6	4	-1	-5	-1	-11	2
O=C(CSc1nnc(CNC(=O)c2ccco2)o1)c1ccccc1	0.8	-7	3	7	-6	9	-3	11	-20	-1
N#Cc1c(NC(=O)c2ccc(Cn3cc(Br)cn3)o2)sc2c1CCCCCC2	0.2	14	-12	-14	0	-16	4	nt	-4	0
CC(C)C[C@H](NC(=O)[C@H](Cc1ccccc1)n1c(=O)[nH]c2ccccc2c1=O)C(=O)N1CCC(C(=O)O)CC1	2.1	21	-2	-21	-1	5	2	-1	6	6
Further entries follow:
SMILES	CDK5 p35 inh	SR-BI uptake up	MITF TRPM1 HTS	SR-BI HDL uptake	RTF Ca sens act	dFosB activator	HTR5A ag	Wnt act	PvdQ acylase	Rtt109 HAT inh
Cn1cc(-c2nnnn2-c2ccc(Cl)cc2)c(C(F)(F)F)n1	0.1	24	-5	-24	-1	-2	2	4	1	-6
COc1ccc(NC(=O)c2ccc(C#CC(C)(C)O)cc2)cc1	-1.5	0	12	0	6	-5	3	nt	-10	-7
CN(CC(=O)Nc1ccc(Cl)c(C(F)(F)F)c1)C(=O)C1CC(=O)N(Cc2ccco2)C1 (stereo unspecified)	-1.9	9	15	-9	-1	-4	1	-2	-7	-3
O=C(COc1cc(Cl)ccc1Cl)Nc1nnc(C2CC2)s1	1.5	-3	-4	3	-6	12	-2	-3	-8	0
COC(=O)c1ccc(Sc2ccccc2NS(=O)(=O)c2ccc(OC)cc2)nc1	1.8	-11	nt	11	0	-12	-1	-2	-5	0
CCCCNC(=O)Cn1cnc2sc(C)c(S(=O)(=O)N3CCN(c4ncccn4)CC3)c2c1=O	0.1	0	5	0	5	-6	1	-3	-4	-3
C=CCn1c(SCC(=O)Nc2nc(C)cs2)nnc1C(NC(=O)c1ccccc1)C(C)C (stereo unspecified)	-1.5	-8	nt	8	0	-4	5	nt	-10	13
CCCSc1nc(C)c(CC(=O)O)c(=O)[nH]1	3.5	1	0	-1	3	-5	-2	nt	-7	-16
Cc1nc(SCC(=O)N2CCC(C(N)=O)CC2)n[nH]1	0.6	13	nt	-13	4	7	6	nt	-8	-9
S=C(Nc1ccccc1)Nc1cc(Cl)ccc1Oc1ccccc1	-2.7	-27	0	27	-7	1	3	6	12	0
CC(=NNC(=O)c1cc(C)oc1C)c1ccc(Br)s1	0.3	3	9	-3	-1	-1	-2	2	2	?
O=C(CCNS(=O)(=O)c1ccc(Br)s1)NC1CCCC1	0.2	21	16	-21	4	-1	-5	nt	-10	-10
Clc1cccc(CN2CCN(c3nc4nonc4nc3NC3CC3)CC2)c1	0.8	8	4	-8	0	-3	4	-7	-4	0
CCc1nn2c(=O)cc(COC(=O)c3cc(Cl)c(OC)c(OC)c3)nc2s1	-0.1	-24	12	24	-4	-9	-1	-3	-4	8

Source: PubChem BioAssay (several laboratories)
